# Screens (PubChem)
# Anesthetic bind: candidate novel general anesthetic via apoferritin binding; apoferritin/1-aminoanthracene competitive binding, fluorescence; Potency, µM (top dose mostly 77.5 µM), inactives show top-dose activity change, negative = displacement, most hits filed as inhibitors; 350,000 compounds, 0.074% hits; P02791; further: potency means the concentration at half of the fitted maximal effect; on the % scale 0 is the no-effect control and ±100 the full control effect; nearly all actives have a fitted effect of over 20% in size
#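 In PBS, apoferritin at 10 uM is loaded with 1-AMA from a 50% saturated solution. After 10 min of compound exposure at ambient temperature, reduced 535 nm fluorescence indicates probe displacement.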
# Pol eta inh: blocks human DNA polymerase eta activity; AID 588591; Potency, µM (series often up to 114 µM), for inactives: at the top dose activity change, negative = inhibition, hits mostly inhibitors; recombinant Pol eta, fluorescent DNA replication assay; 390,000 compounds, 1.2% hits; Q9Y253; further: potency means the concentration at half of the fitted maximal effect; on the % scale 0 is the no-effect control and ±100 the full control effect
#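 Fluorescent replication assay: 50 nM final substrate added after a 15 min room-temperature compound preincubation with 10 nM enzyme. Signal taken at 0 min and again at 10 min.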
# Tb PGK inh: blocks T. brucei phosphoglycerate kinase; PGK/GAPDH coupled, Kinase-Glo luminescence, 60 min; Potency, µM (titrated, usually from 57.5 µM), without a hit: at the top dose activity change, negative = inhibition, usual class: inhibitors; P07378; 380,000 compounds, 0.043% hits; further: potency means the concentration at half of the fitted maximal effect; on the % scale 0 is the no-effect control and ±100 the full control effect; nearly all actives have a fitted effect of over 60% in size
#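 Luminescent ATP detection (Kinase-Glo Plus) follows a 60-minute room-temperature incubation, with wells lacking PGK as controls. Buffer: 100 mM TEA (pH 7.6), 5 mM MgCl2, 0.01% Tween-20. Coupling enzyme GAPDH (100 nM final) supplies unstable 1,3-BPG in-well.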
# RXFP1 antagonist: antagonists of human relaxin receptor RXFP1 | 350,000 compounds, 0.59% hits | Q9HBX9 | HEK293-RXFP1, relaxin-stimulated cAMP HTRF, 30 min; hits give low values | activity change, negative = inhibition, % at 57.5 µM;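 active means activity change of -60% or lower, but not beyond a set lower limit; inconclusive means change between -60% and -40%, or beyond the set limit; inactive means change above -40%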; further: on the % scale 0 is the no-effect control and ±100 the full control effect
# Target sequence (Q9HBX9 whole entry, looked up): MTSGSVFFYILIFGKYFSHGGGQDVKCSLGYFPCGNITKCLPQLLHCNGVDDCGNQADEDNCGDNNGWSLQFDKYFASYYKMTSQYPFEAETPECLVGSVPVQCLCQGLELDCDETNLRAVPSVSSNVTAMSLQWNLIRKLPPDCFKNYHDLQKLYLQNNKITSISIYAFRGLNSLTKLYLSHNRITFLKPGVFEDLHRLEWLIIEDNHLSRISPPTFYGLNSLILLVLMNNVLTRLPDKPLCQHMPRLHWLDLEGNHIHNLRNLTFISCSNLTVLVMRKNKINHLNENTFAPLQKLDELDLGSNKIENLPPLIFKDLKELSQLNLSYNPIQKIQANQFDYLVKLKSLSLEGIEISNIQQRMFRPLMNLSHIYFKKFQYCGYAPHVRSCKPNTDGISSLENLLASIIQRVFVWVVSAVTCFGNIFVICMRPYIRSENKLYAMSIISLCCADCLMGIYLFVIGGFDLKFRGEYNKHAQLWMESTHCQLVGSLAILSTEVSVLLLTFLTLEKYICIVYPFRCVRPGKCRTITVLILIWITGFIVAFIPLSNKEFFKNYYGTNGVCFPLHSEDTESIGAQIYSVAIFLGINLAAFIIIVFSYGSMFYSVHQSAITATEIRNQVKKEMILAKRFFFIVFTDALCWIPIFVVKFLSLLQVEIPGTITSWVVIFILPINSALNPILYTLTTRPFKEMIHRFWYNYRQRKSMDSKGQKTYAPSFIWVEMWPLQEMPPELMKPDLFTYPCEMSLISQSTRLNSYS
# POLK inh: DNA polymerase kappa (human) inhibition. Q9UBT6. purified Pol kappa, fluorescent DNA synthesis assay, 10 min. Potency, µM (series often up to 107 µM), for inactives: at the highest dose activity, negative = inhibition, actives largely listed as inhibitors. 400,000 compounds, 0.53% hits; further: potency means the concentration at half of the fitted maximal effect; on the % scale 0 is the no-effect control and ±100 the full control effect
#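 Inhibition of 10 nM Pol kappa is measured by a fluorescent read-out at 0 and 10 min following addition of 50 nM substrate (final), with a 15-min room-temperature compound preincubation.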
# APEX1 inh: blocks human APE1 abasic DNA cleavage. Potency, µM (titrated, usually from 65.8 µM), for the others: top-dose activity change, negative = inhibition, actives largely listed as inhibitors. AID 2517. recombinant APE1, TAMRA/BHQ-2 abasic DNA cleavage fluorescence. 350,000 compounds, 0.35% hits. P27695;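 further: potency means the concentration at half of the fitted maximal effect; plate controls were vehicle for no effect and reference inhibitor for full effect; nearly all actives have a fitted effect of over 55% in size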
# Target sequence (P27695 whole entry, looked up): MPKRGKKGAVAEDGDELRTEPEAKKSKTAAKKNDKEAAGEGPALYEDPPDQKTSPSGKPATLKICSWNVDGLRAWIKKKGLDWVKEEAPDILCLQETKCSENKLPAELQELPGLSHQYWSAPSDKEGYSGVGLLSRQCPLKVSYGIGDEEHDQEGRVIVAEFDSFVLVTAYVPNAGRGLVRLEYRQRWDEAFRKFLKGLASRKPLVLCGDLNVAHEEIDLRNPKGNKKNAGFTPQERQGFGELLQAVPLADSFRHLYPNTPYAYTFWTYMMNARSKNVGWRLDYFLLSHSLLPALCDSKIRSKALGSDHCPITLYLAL
#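 Enzyme (0.75 nM final) and test compound are incubated 15 min at room temperature before adding 50 nM quenched THF abasic-site duplex. Cleavage dequenches TAMRA, followed at 525/598 nm over three reads one minute apart.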
# Pol iota inh: inhibitors of human DNA polymerase iota; Q9UNA4; Pol iota fluorescent replication assay, 10 min; Potency, µM (titrated, usually from 115 µM), for the others: at the highest dose activity, negative = inhibition, usual class: inhibitors; 390,000 compounds, 1% hits; AID 588590; further: potency means the concentration at half of the fitted maximal effect
#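 Pol iota at 10 nM preincubated 15 min with compounds at room temperature; reaction started with fluorescent substrate, 50 nM final. Fluorescence read kinetically at 0 and 10 min; buffer-only wells as negative control.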
# Pol beta inh: blocks human DNA polymerase beta activity. P06746. Pol beta primer extension/strand displacement, fluorescence kinetic. Potency, µM (highest dose often 114 µM), inactives show at the top dose activity change, negative = inhibition, actives largely listed as inhibitors. 340,000 compounds, 1.3% hits. AID 485314; further: potency means the concentration at half of the fitted maximal effect; on the % scale 0 is the no-effect control and ±100 the full control effect
#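 Homogeneous kinetic assay of primer extension and strand displacement by 10 nM Pol beta, preincubated 15 min at room temperature with compound before 50 nM substrate (final) was added. Read at 0 and 10 min; four-parameter Hill fit.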
# BLM inh: Bloom syndrome helicase (human) inhibition | P54132 | recombinant BLM DNA unwinding, fluorescence dequenching | Potency, µM (series often up to 56.1 µM), without a hit: top-dose activity change, negative = inhibition, most hits filed as inhibitors | 350,000 compounds, 0.2% hits;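 further: potency means the concentration at half of the fitted maximal effect; plate controls were vehicle for no effect and no enzyme for full effect; nearly all actives have a fitted effect of over 35% in size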
# Numbers without * were called inactive; i = inactive; ? = inconclusive; nt = not tested or not shown; & = joins results of further samples; [ ] = another dose, or the depositor's remark. Unless noted, the call rests on the fitted dose curve; in most records, active means well fitted curve in the direction sought with a large enough effect; inconclusive means small, poorly fitted or top-dose-only effect, or another doubt; inactive means no such curve, though single readings can be large; an effect the other way counts as inactive or inconclusive. These rows are one share of the data, so the mix of outcomes need not match the whole.
mol	Anesthetic bind	Pol eta inh	Tb PGK inh	RXFP1 antagonist	POLK inh	APEX1 inh	Pol iota inh	Pol beta inh	BLM inh
CCOC(=O)c1ccc(NC(=O)N2CC3CCCN3c3ccccc32)cc1 (stereo not given)	-11%	-21%	-3%	-12	-15%	nt	-15%	0%	-6%
CN(c1ccccc1)c1nc(N)c([N+](=O)[O-])c(N2CCCCC2)n1	?	-13%	-2%	-5	7%	?	-2%	22%	-4%
COc1ccc(-c2cc(C(F)F)n3ncc(C(=O)N4CCc5ccccc5C4)c3n2)cc1	-6%	-16%	3%	-3	-4%	6%	37%[activator]	2%	-6%
CCOc1ccc(S(=O)(=O)Nc2ccc3c(c2)OCO3)c2cccnc12	-8%	?	-1%	11	-14%	?	?	-21%	-12%
Cc1ccccc1C(=O)c1cccn1CC(=O)NCc1cccc(Cl)c1	?	-5%	i	1&-7	-7%&-12%	13%	32%&14%[activator]	14%&-20%	-4%&-5%
Cc1nc(SCC(=O)N2c3ccccc3NC(=O)CC2C)c2c(C)c(C)sc2n1 (stereo not given)	nt	1%	-9%	-7	-9%	10%	77%[activator]	nt	nt
CCOc1ccc(NS(=O)(=O)c2ccc(C(=O)N(C)CC(=O)Nc3ccccc3Br)cc2)cc1	nt	-13%	-5%	-12	4%	nt	-22%	nt	nt
Cc1ccccc1-n1c(C)nnc1SCC(=O)NC1CCCc2ccccc21 (stereo not given)	-20%	-6%	-5%	13	-7%	2%	5%	0%[57.1 µM]	-2%
O=C(COC(=O)c1cnccn1)c1ccc2ccccc2c1	-16%	7%	-2%	1	-1%	4%	5%	-10%	5%
CC(C)NC(=O)C(Cc1ccccc1)N1C(=O)c2ccccc2C1=O (stereo not given)	-8%	5%	nt	4	-5%	-1%	14%	2%	2%
COc1ccc(N(CC(=O)NCc2ccc(C)cc2)S(=O)(=O)c2ccccc2[N+](=O)[O-])c(OC)c1	-23%	-22%	3%	-37	-18%	-12%	36%[activator]	-3%	-6%
C/C(=N/NC(=O)c1ccoc1C)c1ccc(NC(=O)c2ccncc2)cc1	-6%	-6%	-7%	-2	-14%	22%	37%[activator]	2%	0%
O=S(=O)(c1ccc(Br)s1)N1CCC(Cc2ccccc2)CC1	3%	-1%	-7%	3	-6%	-4%	-4%	-1%	-5%
CCOc1ccc(OCC)c(NC(=O)CSc2nc3c(c(=O)n(C)c(=O)n3C)n2C)c1	-2%	nt	nt	nt	nt	-5%	nt	18%	0%
NC(=O)C1CCN(Cc2nc3cc(C(F)(F)F)ccc3c(=O)[nH]2)CC1	11%	3%	2%	-6	-10%	4%	48%[activator]	-13%	-3%
CC(C)(C)NC(=O)c1cccc(NC(=O)c2ccco2)c1	-2%	-14%	-2%	-5	-10%	12%	-6%	25%	3%
COc1ccc(NC(=O)CCS(=O)(=O)c2ccc(Br)s2)cc1	-6%	50µM*	-17%	6	?	15%[12.4 µM]	?	32µM*	-4%
COC(=O)C/C=C/[C@@H](C)[C@@H](/C=N/OCC[C@@H]1C=C[C@H](OC(C)=O)[C@@H](COC(C)=O)O1)NS(=O)(=O)c1ccc(C)cc1	2%	nt	nt	nt	nt	13%	nt	24%	-1%
COc1ccc(CNC(=O)c2c(-c3c(F)cccc3Cl)noc2C)cc1	2%	-20%	-17%	3	-3%	-1%	183%[activator]	37%	0%
Cc1ccc(CNC(=O)CSc2ccc(-c3ccccn3)nn2)cc1	-9%	-10%	i	-12	15%	5%	15%	-10%	1%
CCn1nc(C)c(CN2CCC(n3nccc3NC(=O)CCCc3ccccc3)CC2)c1C	-5%	-13%	-1%	0	-18%	0%	5%	1%	1%
COc1ccccc1-n1c(C)c2c(OC)cccc(=O)c2c1C	3%	-4%	i	-9	-4%	-10%	15%	1%	-5%
CN1CCN(C(=O)Cn2ncc3c([nH]c4ccccc43)c2=O)CC1	-7%	-2%	2%	12	-12%	-3%	-8%	6%	3%
NC(=O)COC(=O)/C=C/c1cccc(Br)c1	?	0%	1%	7	-12%	2%	108%[activator]	-2%	1%
O=C1N(Cc2cccc(Cl)c2)C[C@@H]2C[C@@H](c3cccn3-c3cccnc3)N3CCC[C@@]123	-23%	-17%	-6%	-16	-8%	-6%	9%	-7%	-1%
CCOc1cc(C(=O)NC)cc(Br)c1OCc1ccccc1	-16%	-18%	-4%	-23	4%	-6%	90%[activator]	-15%	-6%
O=C(O)c1ccccc1C=NN=C1c2ccccc2-c2ccccc21	nt	9%	-3%	0	-10%	nt	-23%	nt	nt
Cc1c(NS(=O)(=O)c2cc(C(=O)NCc3ccco3)cc(Cl)c2Cl)c(=O)n(-c2ccccc2)n1C	nt	-16%	-4%	0	-12%	37%	?	nt	nt
O=C(C1CCN(c2ccc(N3CCOCC3)nn2)CC1)N1CCc2ccccc2C1	73%[activator]	6%	-14%	23	-18%	1%	-5%[58.9 µM]	7%	1%
CN1CCN(c2cc3c(cc2F)c(=O)c(C(=O)O)cn3CCF)CC1	-3%	-1%	-8%	-3	13%	-12%	-1%	25%	4%
Fc1cccc(NC(=S)Nc2cccc3ccccc23)c1	-15%	-18%	-4%	-2	-16%	-12%	35%[activator]	-14%	-2%
COc1ccc(-c2nc(CSCC(=O)NCCCN3CCCC3=O)c(C)o2)cc1	-8%	-4%	i	22	-13%	-3%	26%	3%	-2%
O=C(CCSc1ccccc1)Nc1ccc(S(=O)(=O)N2CCOCC2)cc1	?	-15%	-2%	4	9%	13%	-2%	2%	-5%
N/C(=N\OC(=O)N1c2ccccc2Sc2ccccc21)c1ccc(Br)cc1	-13%	-10%	-8%	4	-15%	-1%	-1%	17%	-10%
O=C1c2ccccc2C(=O)N1c1nc(-c2cccs2)cs1	2%	?	-2%	-2	-1%	-2%	12%	-5%	0%
O=C(NCc1nnnn1-c1ccc(F)cc1)c1ccc([N+](=O)[O-])o1	nt	-10%	-8%	25	4%	1%	15%	nt	nt
O=C(CSc1nnc(CNC(=O)c2ccco2)o1)c1ccccc1	-23%	0%	-5%	-8	-2%	0%	36%[activator]	7%	-3%
CCCS(=O)(=O)N1CCN(S(=O)(=O)c2ccccc2[N+](=O)[O-])CC1	-9%	0%	-8%	1	5%	1%	24%	3%	-3%
O=C(COc1ccc([N+](=O)[O-])cc1)NCCC1=CCCCC1	?	-23%	-10%	-8	0%	?	38%[activator]	30%	-6%
CC(N)C12CC3CC(CC(O)(C3)C1)C2 (stereo not given)	-2%	-8%	-4%	8	-4%	6%	-21%	7%	-1%
Cc1cnc(NC(=O)Cc2ccc(C)c(C)c2)s1	-16%	-17%	-9%	8	-14%	21%	39%[activator]	-2%	-8%
CCN(CC)c1nc2cc(C)ccc2cc1/C=C(\C#N)C(N)=O	-22%	-5%	-3%	-8	4%	-5%	29%	?	-15%
NC(=O)[C@H](Cc1cc2ccccc2s1)NC(=O)[C@@H]1CC2(CC(c3cccc(NC(=O)[C@@H]4CCC(=O)N4)c3)=NO2)CN1C(=O)/C=C/Sc1ccccc1 (stereo not given in full)	-7%	?	i	nt	-1%	1%	?	3%	-10%
Cc1ccccc1Nc1ccc(S(=O)(=O)N2CCOCC2)cc1[N+](=O)[O-]	-10%	-16%	-10%	-7	-15%	8%	-2%	4%	-4%
CN(C)S(=O)(=O)c1cccc(NC(=O)CSc2nc3ccccc3n2-c2ccccc2)c1	8%	-19%	-3%	5	-9%	-4%	13%	-4%	-8%
CCCCCn1c(NC2CCCCC2)nc2c1c(=O)[nH]c(=O)n2C	4%	-4%	i	nt	-6%	14%	2%	11%	-2%
COc1ccc(-c2cc(C(F)(F)F)nc(SCC(=O)N(C)Cc3cnn(C)c3C)n2)cc1OC	-5%	-9%	5%	1	1%	-2%	14%	0%	0%
COc1cc(-c2c(-c3cccc(C)c3)oc3ccccc23)cc(OC)c1OC	77%[activator]	-28%	-5%	nt	-3%	-4%	10%	-12%	-7%
O=C(Cn1cnc2c(nc3n2CCCCC3)c1=O)Nc1ccc(F)cc1	1%	-13%	i	-5	-3%	nt	21%	-1%	3%
CC(C)(C)c1cc(S(=O)(=O)CCc2ccncc2)cc(C(C)(C)C)c1F	-1%	-23%	i	-2	3%	62%[activator]	98%[activator]	18%	-1%
COC(=O)c1ccc(C2/C(=C(/O)c3ccc(OC)cc3)C(=O)C(=O)N2c2cc(C)on2)cc1 (stereo not given)	-14%	-24%	-6%	1	-12%	2%	-12%	7%	-3%
CCOC(=O)C1CCC(CN(Cc2c(Cl)cccc2Cl)S(=O)(=O)c2ccc(F)cc2)CC1 (stereo not given)	115%[activator]	-4%	5%	-8	-7%[60.1 µM]	nt	8%	?	-4%
COc1ccc(CCNC(=O)/C=C/c2cc(OC)c(OC)c(OC)c2)cc1OC	-7%	-17%	-1%	-13	1%	-5%	43%[activator]	-23%	1%
S=c1[nH]nc(-c2ccncc2)n1/N=C/c1cccc(Cl)c1	7%	30%[activator]	i	1	3%	?	10%	-28%	-2%
N#C/C(=C\c1ccc(N2CCOCC2)o1)c1ccccc1	-12%	1%	-8%	-8	-2%	-11%	-3%	-19%	-19%
COCc1cc(CN(C)C(=O)C2CCC(=O)N(Cc3cccc(OC)c3)C2)[nH]n1 (stereo not given)	3%	-1%	-1%	-78*	-8%	-10%	-17%	55%[activator]	-1%
Cc1ccc(C(=O)Nc2ccc3c4c(cccc24)CC3)cc1[N+](=O)[O-]	-6%	-13%	-3%	12	-11%	-5%	0%	-15%	2%
Cc1cccc(OCCCSc2nc3ccccc3[nH]2)c1	-22%	-6%	4%	-36	-8%	?	2%	-6%	-14%
Cc1c(OCc2ccccc2)c(=O)ccn1Cc1ccccc1	-14%	-7%	-8%	3	-3%	1%	-5%	4%	-1%
